p-CIP stab down: p/CIP protein destabilization; Q05BA5; F442A p/CIP-EGFP cells, EGFP fluorescence, 16 h; decrease of EGFP signal, % at 10 µM; actives 0.01% (n = 290,000); AID 1984;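 active = EGFP signal decrease of at least 30% at 10 µM or well 3 SD below plate mean, unless failing retest; inactive = the rest, including hits failing retest or dose response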; also: some compounds called inactive have numbers as strong as hits; many of its hits are not listed in these tables
NS3 helicase inh: inhibitors of Hepatitis C virus NS3 helicase. actives 0.56% (n = 290,000). inhibition, % at 10.9 µM. NS3 helicase DNA unwinding, Cy5 molecular beacon fluorescence. AID 1800;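 active = inhibition above the mean of all tested compounds plus 3 SD, set per campaign, cut at about 35% in these data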;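 also: 0% = DMSO wells and 100% = thioflavine S control wells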
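System: HCV NS3 helicase fragment; control set: DMSO and thioflavine S; technique: Cy5 fluorescence at 0 and 60 min, beacon hairpin quenching; reagent: beacon DNA duplex substrate plus ATP; replicates: singlicate; schedule: 1 h reaction at 25 °C, ATP-initiated; medium: MOPS buffer pH 6.5 with MgCl2, DTT, Tween20, BSA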
IDE act: activators of human insulin-degrading enzyme in cells; activation, % at 5.96 µM; HEK cells, FAbeta-B cleavage, fluorescence polarization; 0% vehicle, 100% cell-free pure enzyme wells; actives 0.073% (n = 340,000);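 active = activation above the mean of all tested compounds plus 3 SD, set per screening campaign, cut at about 17% in these data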
Target sequence (P14735 whole entry, looked up): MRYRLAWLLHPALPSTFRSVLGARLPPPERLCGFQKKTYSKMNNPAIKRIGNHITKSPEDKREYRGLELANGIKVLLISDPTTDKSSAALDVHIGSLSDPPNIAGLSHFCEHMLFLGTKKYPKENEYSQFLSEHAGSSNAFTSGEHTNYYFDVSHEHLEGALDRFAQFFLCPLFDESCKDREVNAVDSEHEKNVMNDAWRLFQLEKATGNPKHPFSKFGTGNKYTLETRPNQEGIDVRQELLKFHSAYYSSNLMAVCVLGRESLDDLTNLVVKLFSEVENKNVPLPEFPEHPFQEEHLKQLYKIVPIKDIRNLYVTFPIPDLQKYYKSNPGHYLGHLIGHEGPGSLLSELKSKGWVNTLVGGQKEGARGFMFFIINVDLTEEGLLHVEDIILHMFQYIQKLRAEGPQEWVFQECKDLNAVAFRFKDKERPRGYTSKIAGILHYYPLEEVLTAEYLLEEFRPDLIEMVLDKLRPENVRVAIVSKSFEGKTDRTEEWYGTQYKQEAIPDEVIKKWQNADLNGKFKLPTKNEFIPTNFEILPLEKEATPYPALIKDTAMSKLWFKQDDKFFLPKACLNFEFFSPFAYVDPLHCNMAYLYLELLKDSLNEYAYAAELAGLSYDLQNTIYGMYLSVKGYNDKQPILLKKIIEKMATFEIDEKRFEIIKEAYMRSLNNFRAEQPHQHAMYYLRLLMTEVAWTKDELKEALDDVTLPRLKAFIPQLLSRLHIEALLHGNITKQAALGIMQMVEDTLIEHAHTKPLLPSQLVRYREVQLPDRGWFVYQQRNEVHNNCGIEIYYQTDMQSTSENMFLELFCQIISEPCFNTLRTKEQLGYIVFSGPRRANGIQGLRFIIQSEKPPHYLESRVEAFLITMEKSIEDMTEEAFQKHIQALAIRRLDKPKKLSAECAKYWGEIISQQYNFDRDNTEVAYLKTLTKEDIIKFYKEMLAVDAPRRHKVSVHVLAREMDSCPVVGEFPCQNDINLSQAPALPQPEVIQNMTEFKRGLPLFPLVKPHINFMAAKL
VIM-2 inh: inhibitors of Pseudomonas aeruginosa VIM-2 metallo-beta-lactamase. purified VIM-2, nitrocefin hydrolysis, epi-absorbance fluorescence. inhibition, % at 5.6 µM. actives 0.89% (n = 290,000). AID 1527;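 active = inhibition above the mean of all tested compounds plus 3 SD, cutoff set per screening run, cut at about 7.5% in these data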;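 also: red hydrolysis product quenches plate fluorescence so inhibitors raise well fluorescence; 0% = enzyme with DMSO and 100% = DMSO without enzyme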
GalR3 antag: antagonists of human GalR3; actives 0.44% (n = 360,000); inhibition, % at 3 µM; HEK293 GalR3-CNG cAMP membrane potential fluorescence; galR3 body fused to GalR1 C-terminus; O60755;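 active = inhibition above the screen-wide average plus 3 SD, cut at about 13% in these data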;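 also: forskolin and galanin both at EC90 stimulate the cells; cAMP rise reported by CNG channel membrane potential dye signal; 0% = forskolin plus galanin with DMSO and 100% = forskolin alone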
CRFBP-R2 block: CRF-BP/CRF-R2 complex antagonism; actives 0.59% (n = 350,000); HEK293 CRF-R2/CRF-BP, CRF-induced calcium fluorescence; AID 588475; inhibition, % at 11.8 µM;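 active = inhibition of the ligand-induced calcium signal above about 50% at the single tested concentration, limit read from the data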
IMP-1 inh: inhibitors of Pseudomonas aeruginosa IMP-1 metallo-beta-lactamase; purified IMP-1, nitrocefin hydrolysis, epi-absorbance fluorescence; inhibition, % at 5.6 µM; actives 0.45% (n = 290,000); AID 1556;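 active = inhibition above the mean plus 3 SD of all compounds in the same screening run, cut at about 4.5% in these data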;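 also: 0% = IMP-1 with DMSO and 100% = DMSO wells lacking enzyme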
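Assay system: purified recombinant IMP-1 beta-lactamase. Input: IMP-1 0.2 nM before substrate addition. Buffer or medium: Zinc- and detergent-supplemented HEPES buffer, pH 7.1. Schedule: 25 °C, 15 min preincubation, 25 min reaction. Signal: Epi-absorbance fluorescence, 480 nm excitation, 530 nm emission. Evaluation: percent inhibition from optical density relative to buffer-blank wells.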
IDE inh: inhibitors of human insulin-degrading enzyme in cells | P14735 | HEK cells, FAbetaB cleavage, fluorescence polarization | inhibition, % at 5.59 µM | actives 0.41% (n = 320,000) | AID 434962;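 active = percent inhibition above the average of all tested compounds plus 3 SD, set per screening campaign, cut at about 16% in these data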;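 also: IDE supplied by intact live HEK cells; FP after avidin binding of uncleaved biotin substrate so inhibition keeps polarization high; 0% = DMSO wells and 100% = 60 µM reference IDE inhibitor Ii1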
UBC9 SUMO inh: SUMOylation inhibition. P63279. HTRF SUMOylation assay, SAE1/SAE2 + UBC9, in vitro. inhibition, % at 35 µM. actives 0.36% (n = 290,000). AID 2006; in the data active = inhibition above about 50%, passing the limit was not always enough; also: strong numbers were not always called active
* marks the source's active call; other numbers are inactive results; / = no result given. Hits appear at their usual frequency (roughly 3.2% active in at least one column).

SMILES | p-CIP stab down | NS3 helicase inh | IDE act | VIM-2 inh | GalR3 antag | CRFBP-R2 block | IMP-1 inh | IDE inh | UBC9 SUMO inh
O=C(NCc1cccc(CNC(=O)c2ccco2)c1)c1ccco1 | -8 | -12 | 9 | -3.3 | -6 | 14 | -2.1 | 1 | 2
C=CCNC(=S)NS(=O)(=O)c1cccs1 | -10 | 1 | 0 | -0.8 | -7 | 1 | -2.2 | -2 | -6
CN(CC1COc2ccccc2O1)C(=S)NC1CCCCC1 (stereo not drawn) | -2 | -8 | -3 | 0.8 | 7 | -8 | 1.5 | 2 | -4
CC(=O)Nc1ccc(Nc2ccc([N+](=O)[O-])cn2)cc1 | -8 | -1 | 0 | 1.4 | -9 | 9 | 1.6 | -6 | 15
COc1cccc(-c2nc(CS(=O)(=O)CC(=O)Nc3cccc(C(C)=O)c3)c(C)o2)c1 | 5 | 0 | -2 | -1.4 | -4 | -5 | -2.6 | -1 | 6
CCCN1CCN(CCCNC(=O)c2cc3c(=O)n(C)c4ccccc4c3n2C)CC1 | 0 | 8 | 6 | 16* | -3 | 12 | -4.7 | 0 | 16
CCC1(C)Cc2ccccc2-c2nc3n(c(=O)c21)CCCCC3 (stereo not drawn) | -21 | -2 | 12 | -2.6 | -7 | -38 | -3.1 | 0 | 13
O=C(N/N=C/c1ccco1)c1cccc(N2CCCC2=O)c1 | 14 | 14 | 4 | -3.8 | 1 | 10 | -4.2 | -1 | 44
CN1CCN(C(=O)c2ccc(Cl)cc2)CC1 | -9 | 5 | -1 | -0.2 | 3 | -5 | -3.2 | 2 | 4
CCOc1cccc(C(=O)NC(=S)Nc2cccc(NC(=O)c3ccccc3Cl)c2)c1 | -23 | 0 | -9 | 1.5 | -5 | -16 | -0.9 | 4 | 14
COc1cc(OC)cc(C(=O)Nc2ccc(NC(=O)c3ccco3)c(Cl)c2)c1 | 0 | 4 | -1 | 0.4 | -6 | 0 | 1.2 | 2 | 9
CC(OCC(O)CNCC1COc2ccccc2O1)c1ccc(Cl)cc1 (stereo not drawn) | -9 | -41 | 3 | -1.7 | -1 | -12 | -3.9 | -5 | 0
COCC(C)n1c(C)cc(C(=O)COC(=O)c2cnc(Cl)c(Cl)c2)c1C (stereo not drawn) | / | / | 6 | / | -5 | 3 | / | 6 | /
COc1cc(OC)c(NC(=O)Cc2cccs2)cc1Cl | 1 | 0 | 7 | -0.1 | -8 | 3 | -1.3 | -7 | 11
CCOc1ccc(C(=O)NCC(=O)OCC(=O)Nc2cccc(S(=O)(=O)N3CCCC3)c2)cc1 | -1 | -1 | 1 | -2.3 | -6 | -11 | -2.9 | -2 | -15
O=C(Cc1ccc(Cl)c(Cl)c1)N/N=C/c1cccnc1 | 6 | -7 | 0 | -2.1 | -3 | -8 | -1.6 | -1 | 8
C=CCn1c(SCC(=O)Nc2nccs2)nnc1-c1cc2cccc(OC)c2o1 | -4 | 1 | 11 | -1.6 | -7 | 1 | -0.3 | 4 | 16
C/C=C(\C)C(=O)Nc1cccc(C2=NOC3(C2)C[C@@H](C(N)=O)N(C(=O)c2ccccc2C(=O)c2ccccc2)C3)c1 (stereo partly drawn) | -26 | / | 0 | / | -6 | 5 | / | 5 | 8
N#Cc1c(F)cccc1N1CCN(Cc2ccc3c(c2)OCO3)CC1 | -6 | -6 | 1 | 0.2 | -11 | -3 | -0.7 | 3 | 15
CN1CCN(c2nc3c(c(=O)[nH]c(=O)n3C)n2Cc2ccccc2F)CC1 | -2 | 3 | 3 | -2.2 | / | -1 | -1.9 | -1 | -11
O=C1OC(c2ccccc2)=C/C1=C\N1CCOCC1 | -4 | 12 | 6 | 2.2 | -3 | 10 | -1.9 | 8 | -8
COc1ccc(CC(C)N2CCN(c3ccccc3)CC2)cc1OC (stereo not drawn) | 5 | -9 | 5 | -1.4 | -2 | 4 | -0.9 | 2 | 0
Nc1nccnc1C(=O)OCC(=O)NNC(=O)c1ccccc1 | -9 | 0 | -4 | -2.4 | -4 | 5 | -2.6 | 1 | 6
O=C(Nc1nc(-c2ccc(Cl)cc2)cs1)c1cccnc1 | 0 | 5 | 1 | -1.9 | -2 | -17 | -3.7 | 0 | 23
O=C(NCc1cccnc1)c1ccccc1NS(=O)(=O)c1ccc(F)cc1F | 2 | -9 | 0 | -4.5 | -4 | -2 | -2.1 | 3 | -9
COc1ccccc1NC(=O)COC(=O)c1cc([N+](=O)[O-])ccc1N1CCCC1 | / | / | 3 | / | -5 | 19 | / | -3 | /
Fc1ccccc1CNC(=S)NCc1ccc(Cl)cc1 | -5 | -11 | 0 | -4.8 | -3 | -13 | -4.1 | 3 | -6
COc1ccc(S(=O)(=O)N2CCCCC2)cc1C(=O)Nc1cc(C)on1 | 0 | 0 | 4 | -1.6 | -8 | -8 | -2.5 | 6 | 0
O=C(Nc1ccc(F)cc1)C(=O)C1C(=O)Nc2ccccc21 (stereo not drawn) | 5 | -5 | 1 | -1.7 | 3 | 4 | 1.0 | -10 | 3
CCC(C)(C)NC(=O)C(c1cccs1)N(C(=O)c1ccn[nH]1)c1ccccc1 (stereo not drawn) | -1 | 1 | 2 | -1.5 | -2 | -25 | -2.3 | 0 | 2
c1coc(Cn2c(SCc3nc4ccccc4[nH]3)nnc2-c2cccs2)c1 | -13 | 15 | -2 | 2.8 | -5 | -11 | -1.1 | -1 | 22
O=C(CN(CC1CCCO1)C(=O)CNS(=O)(=O)c1ccc(Cl)cc1)NC1CCCCC1 (stereo not drawn) | 0 | 4 | -3 | -0.4 | -7 | -3 | -3.9 | -6 | 6
COc1ccc(C(C)=O)cc1CN1C(=O)C(C)N(c2ccc(C)cc2)C1=O (stereo not drawn) | -7 | -10 | 3 | -1.0 | -3 | 17 | -2.2 | 8 | 7
COc1ccccc1NC(=O)CSc1nnc(NC(=O)c2ccco2)s1 | 4 | 6 | 0 | -1.1 | -5 | 5 | -2.9 | -2 | 0
CN(C)c1ccc(S(=O)(=O)NCC(=O)NCc2ccccc2)cc1[N+](=O)[O-] | 6 | 2 | 0 | -3.0 | -2 | -7 | -3.9 | 1 | 7
CC(=O)C1=C(O)C(=O)N(CCN2CCOCC2)C1c1ccccc1 (stereo not drawn) | -4 | 2 | 4 | -1.7 | -6 | 4 | -2.4 | -4 | 32
Cc1cc(NS(=O)(=O)c2ccc(NC(=O)c3ccc(Cl)cc3Cl)cc2)no1 | -16 | 10 | -1 | -2.8 | -9 | -10 | -2.5 | 1 | -1
Cc1ccc(NC(=O)COC(=O)CCC(=O)c2cccs2)cc1C | -7 | 19 | 4 | -1.4 | 0 | -16 | -5.1 | -1 | 11
O=C(COC(=O)c1cnccn1)c1ccc([N+](=O)[O-])cc1 | -20 | 2 | -9 | 5.1 | -4 | 3 | -2.2 | 12 | 5
Cc1cc([N+](=O)[O-])nn1Cc1ccccc1F | 2 | 5 | 3 | -2.0 | -2 | 4 | -3.0 | 3 | 22

Full records as entered above.
CCC(C)(C)NC(=O)C(c1cccs1)N(C(=O)c1ccn[nH]1)c1ccccc1 (stereo not drawn) across the screens: p-CIP stab down = -1; NS3 helicase inh = 1; IDE act = 2; VIM-2 inh = -1.5; GalR3 antag = -2; CRFBP-R2 block = -25; IMP-1 inh = -2.3; IDE inh = 0; UBC9 SUMO inh = 2
Cc1cc(NS(=O)(=O)c2ccc(NC(=O)c3ccc(Cl)cc3Cl)cc2)no1 across the screens: p-CIP stab down = -16; NS3 helicase inh = 10; IDE act = -1; VIM-2 inh = -2.8; GalR3 antag = -9; CRFBP-R2 block = -10; IMP-1 inh = -2.5; IDE inh = 1; UBC9 SUMO inh = -1

Going on with the list.
SMILES | p-CIP stab down | NS3 helicase inh | IDE act | VIM-2 inh | GalR3 antag | CRFBP-R2 block | IMP-1 inh | IDE inh | UBC9 SUMO inh
Cc1cc(C)c(OCCCCN2CCC(C)CC2)c(Br)c1 | 5 | -11 | -3 | -1.2 | -10 | -6 | -3.0 | -4 | -1
c1ccc(OCCCn2nnc(-c3cccnc3)n2)cc1 | -4 | -3 | -1 | -2.4 | -7 | 6 | -3.5 | -2 | 1
CCC(=O)NC(=S)Nc1ccccc1OC | 4 | -2 | -1 | 0.5 | 3 | 16 | 1.1 | -2 | 9
C/C(=N/NC(=O)CNC(=O)COc1cccc(C)c1)c1ccco1 | 4 | -3 | 3 | -1.7 | 3 | -2 | -0.9 | -4 | 23
O=[N+]([O-])c1ccc(CSC2=NCCN2)cc1 | -5 | -4 | 1 | 0.7 | 7 | 4 | -0.7 | -4 | -7
COC(=O)C1CCN(C(=O)c2ccc(OC3CCN(Cc4ccccn4)CC3)cc2)CC1 | -13 | 7 | 2 | 0.6 | -5 | 15 | -1.2 | 1 | 14
O=C(NCc1nnc(SCC(=O)N2CCN(c3ccccc3)CC2)o1)c1c(F)cccc1F | 7 | -4 | -2 | 1.1 | -1 | 6 | -0.6 | 3 | 1
Cc1c(C)c2c(OCC(=O)NCC(C)C)cc3c(c2oc1=O)CCC(C)(C)O3 | -14 | -14 | 8 | -0.8 | -11 | -2 | -5.0 | / | 21
COc1ccccc1N1CCN(S(=O)(=O)c2ccc(-c3cnc(C4CC4)o3)cc2)CC1 | -9 | -36 | 0 | 0.7 | -8 | -1 | -1.5 | 0 | 7
Cc1ccc(-c2csc(NCCn3c(-c4ccncc4)nc4cc(C(F)(F)F)ccc43)n2)cc1 | / | / | 1 | / | -4 | -5 | / | 5 | /
COC(=O)C1=C(C)C(c2ccc(OC)cc2)NC(=O)N1 (stereo not drawn) | 5 | 2 | 5 | -2.1 | -1 | -17 | -3.7 | 4 | 16
O=C(CCS(=O)(=O)c1cccc2nsnc12)N1CCN(c2ccccc2F)CC1 | -10 | -7 | 0 | -3.4 | 1 | 14 | -2.9 | -1 | 4
O=C(CCn1ccc2cc(S(=O)(=O)N3CCCC3)ccc21)NCc1ccccc1 | -2 | -6 | -2 | -1.2 | -1 | -6 | 0.1 | 6 | 7
COc1ccc(NC(=O)c2ccccc2[N+](=O)[O-])cc1OC | -4 | 8 | 3 | -3.2 | -2 | -1 | -2.5 | 4 | 5
COc1ccc(OCCCC(=O)Nc2cccc(S(=O)(=O)N3CCCCCC3)c2)cc1 | / | / | -4 | / | -4 | -1 | / | 4 | /
CC(=O)Nc1ccc(NC(=O)C/C(C)=N/NC(=O)C(=O)N2CCCC2)cc1 | -5 | 0 | 2 | 1.9 | -4 | 10 | -4.3 | 1 | -12
CCOC(=O)c1ccc(NC(=O)C2CCCN(c3cnccn3)C2)cc1 (stereo not drawn) | -6 | 12 | 0 | -2.7 | -7 | -6 | -4.3 | 6 | 18
O=C1CC[C@@H](CN(Cc2ccccn2)Cc2nc(-c3ccc(C(F)(F)F)cc3)no2)N1 | -2 | -2 | -4 | -3.2 | 1 | 5 | -3.9 | 4 | 1
N#Cc1ccsc1NC(=O)c1cnccn1 | / | -8 | -2 | 0.4 | -4 | -1 | -2.5 | -5 | /

Screens deposited in PubChem by several laboratories.
